Myeloid diff MLP – myeloid differentiation induction | ER-HoxA9 myeloid progenitors, lysozyme-GFP differentiation, flow cytometry | calls only at 10 µM | 360,000 compounds, 1% hits;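 active = normalized GFP-positive differentiation at or above the plate's own cutoff, the solvent-only control mean plus 3 SD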;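 note: cells exposed to compound for four days before flow analysis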
TNAP activation fold – stimulation of alkaline phosphatase TNAP activity – biochemical, luminescent, no phosphate acceptor, uHTS, primary screen (AID 1001); 200,000 compounds, 0.03% hits; activation fold at 20 µM, or EC50 in µM where a hit was titrated; purified TNAP, luminescent activation assay, no phosphate acceptor; higher activation fold means a stronger effect; in the data active = activation fold from about 3, or a potency from the dose series; inactive = the rest, 99 in 100 with activation fold below about 1.6; note: many of its hits are not listed in these tables
MT stabilize HCS – microtubule stabilizers in HeLa cells. HeLa tubulin immunostaining HCS, 24 h; share of cells brighter than vehicle mean+2SD. % tubulin-high responders, % at 10 µM. 200,000 compounds, 0.83% hits;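 active = plate Z-score above 3 for both tubulin-high and condensed-nucleus cell shares, with cell loss under 80%, at 10 µM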;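 note: anti alpha tubulin signal scored within the nucleus-defined area of each cell; some results filed as inactive read as strong as hits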
human PMI inhibition – MPI enzyme activity inhibition – biochemical, fluorescence intensity, coupled assay, primary screen (AID 1209); purified PMI enzyme, coupled fluorescence intensity; higher % means a stronger effect; inhibition, % at 20 µM; hits with a dose series show IC50 in µM; 190,000 compounds, 0.42% hits; in the data active = inhibition above about 50%;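 note: plate controls were DMSO vehicle for no effect and wells lacking substrate for full effect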
Dynein transport – blocks dynein driven cargo transport along microtubules | 3617.4 mouse cells, GR-EGFP nuclear translocation imaging; test concentration mostly 20 µM; stimulated with dexamethasone, 1 µM; active compounds read low | z-score, hits read low | 220,000 compounds, 0.47% hits | AID 1381;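 active = plate z-score of nuclear minus cytoplasmic receptor signal below a set negative limit, without overly bright fluorescence or cell loss, cut at about -3.5 in these data, passing the limit was not always enough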;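 note: z-score of nuclear minus cytoplasmic ring GR-EGFP intensity difference per well; some compounds called inactive have numbers as strong as hits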
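Buffer or medium: tetracycline-free induction medium containing charcoal-stripped FBS / Reagent: dexamethasone agonist, 1.0 µM final, for 30 min / Technique: automated 10x imaging of fixed Hoechst-stained cells / Times: induction 48 h, compound 1 h, agonist 30 min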
Insulin prom up – MIN6 insulin promoter up-regulation | MIN6 insulin promoter-GFP reporter, high-content imaging; active compounds read high | z-score at 5 µM | AID 1625 | 190,000 compounds, 0.3% hits;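 active = z-score above 3 at 5 µM with at least 500 cells counted in the well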
Hep lipid drop – modulators of hepatic lipid droplet formation; inhibition, % at 6.5 µM; AID 1656; 240,000 compounds, 0.4% hits; AML12 mouse hepatocytes, oleate lipid droplets, BODIPY imaging;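 active = lipid droplet intensity inhibited by at least 50%, with more than 500 cells counted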
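Test system: AML12 mouse liver cells; schedule: overnight exposure; technique: high-content imaging of BODIPY-stained droplets and DAPI nuclei; read-out: % inhibition of corrected integrated BODIPY droplet signal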
T cell modulator – T cell immune modulators affecting CD8 T cell-vesicle binding. 2C CD8+ T cell-vesicle binding, flow cytometry; active compounds read low. calls only at 7 µM. 330,000 compounds, 0.068% hits. AID 2052;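 active = response, share of CD8 T cells binding vesicles, and their 90th percentile fluorescence all below set limits, cut at about 80% in these data, passing the limit was not always enough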
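incubation = binding step 1.5 h, 37 °C, antibody labelling 20 min, ice | test system = 2C mouse CD8+ T cells | read-out basis = percent CD8+ FL2 mean versus row control | controls = Peptide-free naked vesicles (low) and QL9 vesicles with 0.7% DMSO vehicle (high) | detection = flow cytometry of vesicle-bound cells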
b-catenin transl – beta-catenin nuclear translocation modulation; HeLa beta-catenin nuclear translocation, immunofluorescence imaging; nuclear translocation activity, % at 5 µM; 190,000 compounds, 0.3% hits;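 active = nuclear translocation activity above 50% at 5 µM, with a well cell count of 50 or more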;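 note: per-cell ratio of nuclear to cytoplasmic median beta-catenin stain intensity; plate controls were DMSO negative control for no effect and GSK-3 inhibitor IX positive control for full effect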
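System: HeLa cells, endogenous beta-catenin; compound dosing: 5 µM primary single dose, 0.1% DMSO, 0.02–20 µM confirmation series; incubation: 24 h compound exposure at 37°C, 5% CO2; signal: beta-catenin immunofluorescence imaging with DAPI; evaluation: % activation, nuclear-to-cytoplasmic median beta-catenin signal ratio per cell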
Dynein transport cytoplasmic EGFP – also measured in Dynein transport; calls as there; z-score; measured here: cytoplasmic GR-EGFP intensity; active compounds read high
Dynein transport nuclear GR-EGFP – further read-out of Dynein transport, marked with its call; z-score; measured here: nuclear GR-EGFP intensity;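 lower value marks the stronger effect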
Dynein transport cell count – recorded beside Dynein transport, whose call it bears; z-score; measured here: cell count per field
Insulin prom up cell count – also measured in Insulin prom up; calls as there; cell count; measured here: cytotoxicity, nuclei count;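 total cells summed across four imaged fields per well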
Hep lipid drop cells 6.5 µM – second read-out of Hep lipid drop, no call of its own (marks repeat the call); cell count; measured here: cell count, cytotoxicity flag;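 cells counted across two imaged fields per well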
b-catenin transl cell count 5 µM – further read-out of b-catenin transl, marked with its call; cell count; measured here: cell count, cytotoxicity flag
T cell modulator vesicle-bound % – recorded beside T cell modulator, whose call it bears; double positive events, %; measured here: CD8+ vesicle-bound cell fraction;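 binding gate set so that unloaded-vesicle control wells show 10% double positive cells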
MT stabilize HCS Hoechst-high % – also measured in MT stabilize HCS; calls as there; % Hoechst-high responders; measured here: nuclear condensation Hoechst responders;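 share of cells brighter than vehicle mean plus two SD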
MT stabilize HCS cytotoxicity % – also measured in MT stabilize HCS; calls as there; toxicity, %; measured here: cytotoxicity by cell density;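 0% = mean cell density of plate MIN control wells and 100% = no cells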
Myeloid diff MLP GFP+ MAC1+ % – recorded beside Myeloid diff MLP, whose call it bears; GFP+ MAC1+ double positive, %; measured here: differentiation confirmed by MAC1 staining
An asterisk follows results filed as active; i = inactive; x = no result given; + = active, no number.

Fields: Dynein transport cytoplasmic EGFP	MT stabilize HCS Hoechst-high %	Insulin prom up	MT stabilize HCS	human PMI inhibition	Hep lipid drop	Insulin prom up cell count	Dynein transport cell count	b-catenin transl	TNAP activation fold	T cell modulator	Hep lipid drop cells 6.5 µM	Myeloid diff MLP GFP+ MAC1+ %	MT stabilize HCS cytotoxicity %	Dynein transport nuclear GR-EGFP	b-catenin transl cell count 5 µM	T cell modulator vesicle-bound %	Myeloid diff MLP	Dynein transport
> COc1ccc(C(=O)Nc2ncc(C)s2)cc1S(=O)(=O)N1CCCC1
→ 0.81	2.1	0.22	2.1	6%	4	1674	1	-1.2	1.1	i	682	1.1	2.4	-0.42	947	48	i	-0.71
> O=C(NC(=S)Nc1ccc(CN2CCOCC2)cc1)c1ccc2c(c1)OCCO2
→ -0.22	x	-0.38	x	x	-8	1041	-0.16	5.4	x	i	664	0.4	x	0.63	1223	32	i	0.29
> O=C(COC(=O)c1ccc[nH]c1=O)c1ccc(Cl)s1
→ -0.29	3.8	-0.46	6.3	15%	x	1391	-0.21	0.1	1	i	x	0.6	1.2	0.11	1152	38	i	-0.59
> c1coc(-c2nn3c(Cn4nnc5ccccc54)nnc3s2)c1
→ -0.14	1.4	0.37	2.0	22%	-2	1978	-0.12	-3.6	1	i	719	0.8	8.4	0.22	1131	22	i	0.094
> CCC(C)C(=O)Nc1c2c(nc3c1CCC3)CCCC2 (stereo not drawn)
→ -0.19	1.2	0.03	1.2	8%	0	1294	-0.16	-6.8	1.1	i	761	1.1	8.3	-0.11	1208	33	i	-0.55
> CCOC(=O)N1CCC(NC(=O)CS(=O)(=O)Cc2nc(-c3cccc(OC)c3)oc2C)CC1
→ -0.28	3.9	0	5.7	-6%	x	1526	-0.56	4.5	1.1	i	x	0.6	8.9	0.82	1389	38	i	0.86
> O=[N+]([O-])c1ccc(COc2cccc(CNc3ccc(Br)cc3)c2)cc1
→ -0.17	2.5	-0.08	3.9	21%	-11	1543	-0.43	5.4	1	i	700	0.4	2.9	0.38	989	5	i	0.48
> CCOC(=O)Cc1csc(NC(=O)c2ccc(C)cc2)n1
→ -0.21	1.8	x	2.3	-7%	-7	x	-0.66	1.1	1	i	774	0.7	3.2	0.44	908	40	i	0.41
> COc1ccc(C(=O)NC(C(=O)NCc2ccccc2OC)C(C)C)cc1 (stereo not drawn)
→ -0.17	2.1	-0.39	1.7	-3%	0	1180	-1.1	0.2	1.2	i	765	0.4	18	1	1091	11	i	2.4
> CCN1C(=O)C(O)(CC(=O)c2c(C)coc2C)c2ccccc21 (stereo not drawn)
→ -0.28	1.5	-0.08	0.9	6%	-4	1355	-0.035	-2.4	1	i	749	0.3	2.8	-0.013	1140	30	i	-0.32
> Clc1ccccc1C1=Nn2c(nnc2-c2ccco2)SC1
→ -0.22	x	-1.1	x	x	3	912	-0.068	-0.6	x	i	781	0.8	x	0.39	1309	30	i	0.15
> Cc1nc2ccc(NC(=O)N3CCSCC3)cc2s1
→ 0.037	1.1	-0.41	2.5	7%	8	1060	-1.6	-0.3	1.1	i	761	0.6	5.7	2	1265	26	i	4.3
> CC(=NCc1cccc(Cl)c1)c1nc(-c2ccco2)oc1O
→ -0.23	2.8	-0.34	5.9	-2%	20	1265	-1.5	-3.3	1.1	i	697	0.7*	15	0.73	583	46	+	2.1
> CS(=O)(=O)N(CC(=O)N1CCc2ccccc2C1)Cc1ccc(Cl)cc1
→ -0.22	1.2	0.54	1.4	14%	5	800	-1	-4.0	1	i	846	5.9	7.7	0.36	1054	26	i	0.54
> CCN1CCN(/C=N/c2nc3c(s2)CCCC3)CC1
→ -0.21	2.9	-0.66	2.8	-2%	x	1026	0.4	-0.2	1.2	i	x	5.9	7.2	0.012	1149	10	i	-0.28
> COc1cc(-c2n[nH]c(=S)n2-c2cccc(C(F)(F)F)c2)cc(OC)c1OC
→ -0.24	2.3	0.32	2.0	10%	0	1300	0.34	-1.6	1	i	737	0.5	8.5	0.038	1130	51	i	-0.53
> CCCCc1nc(NCCN2CCOCC2)c(C#N)c2c1COC(C)(C)C2
→ -0.25	2.4	-1.9	2.2	0%	4	1258	0.45	2.2	1.1	i	804	0.5	0.9	0.35	1082	56	i	0.65
> CCN1C(=O)CSc2ccc(C(=O)NCc3ccccc3OC)cc21
→ -0.23	1.3	3.1*	1.2	-8%	x	1467*	0.72	-0.4	0.9	i	x	9.2	6.5	-0.2	1357	39	i	-0.025
> CCNc1c([N+](=O)[O-])c(=O)oc2ccccc12
→ -0.11	2.9	x	3.6	17%	-2	x	-1.2	-0.2	1.1	i	675	0.4	12	-0.58	983	31	i	-0.59
> Cc1ccc(CNC(=O)CCS(=O)(=O)c2cccc3nonc23)cc1
→ -0.23	2.3	0.4	3.3	8%	-3	1234	0.52	-0.9	1.1	i	752	2.2	18	-0.021	1089	31	i	-0.65
> COC(=O)C1CC(Cl)CN1c1ncc(C(F)(F)F)cc1Cl (stereo not drawn)
→ -0.19	1.7	-0.78	3.6	-3%	9	1297	0.2	0.0	1	i	701	0.0	7.9	-0.44	1111	41	i	-0.77
> CCC/C(O)=C1\C(=O)CC(C)(C)CC1=NCc1ccccc1
→ -0.21	x	-0.58	x	x	-2	1167	-0.69	-0.3	x	i	726	0.4	x	0.21	1304	21	i	0.61
> CC12CCC(=O)N1C(C(=O)OCC(=O)Nc1sccc1C#N)CS2 (stereo not drawn)
→ -0.21	2.1	-0.75	5.8	9%	x	1156	-2	-6.6	1.1	i	x	0.8	4.6	1.4	1036	4	i	2.5
> Cc1nn(Cc2ccccc2)c(C)c1NC(=O)CSc1nnc(-c2cc(Cl)ccc2O)n1C
→ -0.27	2.1	-1.4	4.7	16%	2	1157	0.18	x	1.1	i	698	5.0	5.1	-0.47	x	17	i	-0.97
> Cc1nn(C(=O)c2c([N+](=O)[O-])cnn2C)c(C)c1Cl
→ -0.19	1.8	x	3.6	-10%	-14	x	-0.74	-0.3	1	i	690	1.5	6.0	0.55	589	49	i	1.2
> N/C(=N\S(=O)(=O)c1cccs1)c1ccccc1
→ -0.13	3.0	0.3	3.5	2%	-3	1266	0.66	-0.3	1	i	743	0.5	5.4	-0.42	1051	39	i	-0.63
> CC(C)C(=O)NN(C(=O)C(C)C)c1nc2ccccc2s1
→ -0.27	x	0.28	x	x	48	1079	0.65	0.0	x	i	730	0.4	x	-0.17	1314	30	i	-0.19
> Cc1cccn2c(CN3CCCN(C=O)CC3)c(C(=O)N(C)CCc3ccccc3)nc12
→ -0.21	3.5	0.36	3.6	4%	-9	1313	-0.98	-1.8	1.1	i	654	0.7	11	0.13	1086	35	i	-0.49
> COc1cccc(NC(=O)c2cn(C)c(=O)c3cc(OC)c(OC)cc23)c1
→ -0.15	0.9	x	7.5	0%	x	x	0.43	x	1	i	x	0.5	4.5	0.3	x	46	i	-0.06
> CCCNC(=O)c1ccc2c(c1)CCN2S(C)(=O)=O
→ -0.25	1.9	0.11	1.4	-3%	4	1564	-0.24	-2.5	1.1	i	675	0.3	4.6	0.5	1032	39	i	0.5
> Cc1ccc(CNC(=O)C2CC3Cn4c(nc5cc6ccccc6cc54)C3N2C)o1 (stereo not drawn)
→ -0.74	x	0.35	x	x	5	1055	-0.37	1.2	x	i	701	1.6	x	0.0017	1412	24	i	-0.11
> Cc1cc(C)cc(-n2cc(C(=O)O)c(=O)cc2C)c1
→ -0.3	1.2	0.41	3.3	5%	-2	1256	0.22	-3.0	1.1	i	691	0.2	2.9	0.23	1188	51	i	0.4
> COc1ccc2c3c(cccc13)OCC2=O
→ -0.17	1.0	0.48	1.9	-2%	x	1215	1.3	-2.0	1.1	i	x	0.4	6.9	-0.31	811	48	i	-0.63
> Cc1ccc(N=C2NC(=O)CS2)cc1
→ 0.013	1.6	0.58	1.6	4%	8	1236	-0.21	2.4	0.6	i	782	1.4	0.5	0.32	1064	31	i	0.5
> Cc1nc2sc(C(c3ccccc3)N3CCN(C)CC3)c(O)n2n1 (stereo not drawn)
→ -0.78	x	1.3	x	x	-9	719	0.16	-1.6	x	i	727	3.1	x	0.069	1236	20	i	-0.47

3 structures from above, arranged by formula weight, smallest number first:
Fields: Dynein transport cytoplasmic EGFP	MT stabilize HCS Hoechst-high %	Insulin prom up	MT stabilize HCS	human PMI inhibition	Hep lipid drop	Insulin prom up cell count	Dynein transport cell count	b-catenin transl	TNAP activation fold	T cell modulator	Hep lipid drop cells 6.5 µM	Myeloid diff MLP GFP+ MAC1+ %	MT stabilize HCS cytotoxicity %	Dynein transport nuclear GR-EGFP	b-catenin transl cell count 5 µM	T cell modulator vesicle-bound %	Myeloid diff MLP	Dynein transport
> Cc1cc(C)cc(-n2cc(C(=O)O)c(=O)cc2C)c1
→ -0.3	1.2	0.41	3.3	5%	-2	1256	0.22	-3.0	1.1	i	691	0.2	2.9	0.23	1188	51	i	0.4
> CCCNC(=O)c1ccc2c(c1)CCN2S(C)(=O)=O
→ -0.25	1.9	0.11	1.4	-3%	4	1564	-0.24	-2.5	1.1	i	675	0.3	4.6	0.5	1032	39	i	0.5
> Cc1ccc(CNC(=O)C2CC3Cn4c(nc5cc6ccccc6cc54)C3N2C)o1 (stereo not drawn)
→ -0.74	x	0.35	x	x	5	1055	-0.37	1.2	x	i	701	1.6	x	0.0017	1412	24	i	-0.11
